ER stress rescue: rescue of cells from ER stress-induced death, primary screen, 384-well, CSM14.1, thapsigargin, ATP luminescence (AID 1222); 190,000 tested, under 10 active; one-dose cellular ATP content (survival), % at 20 µM; EC50 in µM for titrated hits; CSM14.1 thapsigargin-induced death rescue, ATP luminescence; higher % means a stronger effect;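 active means EC50 below 50 µM in the dose-response confirmation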;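 further: death triggered by thapsigargin at about 15 µM added after 2 h compound pretreatment; cell ATP read after overnight thapsigargin exposure of roughly 18 to 22 hours; normalized against plate controls of thapsigargin alone and 5% DMSO vehicle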
Salmonella PhoP GFP: inhibitors of PhoP regulon expression, primary screen, Salmonella Typhimurium, GFP reporter (AID 1863); S. Typhimurium PhoP-regulated promoter GFP reporter, 4 h; higher % means a stronger effect; inhibition, % at 50 µM, or IC50 in µM where a hit was titrated; 300,000 compounds, 0.16% hits;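 active means inhibition over 29.93%, a cutoff 3 SD above the screen mean, later confirmed by dose response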;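 further: 0% = low Mg2+ inducing control and 100% = high Mg2+ repressing control; strong numbers were not always called active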
MT stabilizer: microtubule stabilizers in HeLa cells, primary screen, imaging, high-content imaging; 200,000 compounds, 0.83% hits; % tubulin-high responders, % at 10 µM; HeLa tubulin immunostaining HCS, 24 h; share of cells brighter than vehicle mean+2SD;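 active means plate Z-score above 3 for both tubulin-high and condensed-nucleus cell shares, with cell loss under 80%, at 10 µM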;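 further: anti alpha tubulin signal scored within the nucleus-defined area of each cell; some results filed as inactive read as strong as hits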
Dynein transport: inhibitors of GR-EGFP nuclear translocation, primary screen, dynein cargo transport inhibitor project, imaging, high-content, 3617.4 mouse cells; 220,000 compounds, 0.47% hits; z-score, hits read low; test concentration mostly 20 µM; stimulated with dexamethasone, 1 µM; stronger effect = lower value;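 active means plate z-score of nuclear minus cytoplasmic receptor signal below a set negative limit, without overly bright fluorescence or cell loss, cut at about -3.5 in these data, passing the limit was not always enough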;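 further: z-score of nuclear minus cytoplasmic ring GR-EGFP intensity difference per well; some compounds called inactive have numbers as strong as hits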
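Buffer or medium: tet-free medium with charcoal-stripped serum / Also added: dexamethasone agonist, 1.0 µM final, for 30 min / Timing: induction 48 h, compound 1 h, agonist 30 min / Measured by: high-content fluorescence imaging after fixation / Read-out: nuclear-to-cytoplasmic GR-EGFP distribution per well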
bCat nuc transl: modulators of beta-catenin nuclear translocation, primary screen, imaging, HeLa cells, immunofluorescence, high-content; nuclear translocation activity, % at 5 µM; 190,000 compounds, 0.3% hits; AID 1665, 2009;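 active means nuclear translocation activity above 50% at 5 µM, with a well cell count of 50 or more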;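 further: per-cell ratio of nuclear to cytoplasmic median beta-catenin stain intensity; plate controls were DMSO negative control for no effect and GSK-3 inhibitor IX positive control for full effect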
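Test system: human HeLa cells, native beta-catenin. Compound dosing: 5 µM primary single dose, 0.1% DMSO, 0.02–20 µM confirmation series. Incubation: compound exposure 24 h at 37°C. Detection: beta-catenin immunostaining with DAPI counterstain, 20x imaging, 6 fields/well. Read-out basis: Nuclear/cytoplasmic beta-catenin signal ratio, % activation.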
Autophagy mod: autophagy modulators in MEF cells, primary screen, imaging, high-content, MEF GFP-LC3 | calls only at 10 µM (by protocol) | MEF GFP-LC3 puncta imaging; test concentration mostly 10 µM | AID 463193, 2010 | 190,000 compounds, 0.98% hits;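 active means percentage of spot-positive cells more than 3 SD above its plate mean, without a fluorescence outlier flag or 80% toxicity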;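 further: spot-positive cell cutoff set from DMSO-treated cells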
Ins promoter up: insulin promoter activators in MIN6 cells, imaging, high-content screening, mouse beta cells; MIN6 insulin promoter-GFP reporter; stronger effect = higher value; z-score at 5 µM; 190,000 compounds, 0.3% hits;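 active means z-score above 3 at 5 µM with at least 500 cells counted in the well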
T cell modulator: modulators of CD8 T cell-vesicle binding, primary screen, mouse 2C CD8+ T cells, flow cytometry; calls only at 7 µM; AID 2052, 2009; 2C CD8+ T cell-vesicle binding; stronger effect = lower value; 330,000 compounds, 0.068% hits;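 active means response, share of CD8 T cells binding vesicles, and their 90th percentile fluorescence all below set limits, cut at about 80% in these data, passing the limit was not always enough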
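Benchmarks: naked versus QL9-loaded vesicles / Assay system: purified 2C TCR transgenic mouse naive CD8+ T cells / Technique: high-throughput flow cytometry with anti-B7-1 and anti-CD8 staining / Timing: Cell–vesicle co-incubation 1.5 h at 37 °C, staining 20 min on ice / Read-out: percent CD8+ FL2 mean versus row control / Probe or stimulus: QL9-loaded Drosophila micro-vesicles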
Lipid droplet: inhibitors of hepatocyte lipid droplet formation, primary screen, imaging, high-throughput imaging, BODIPY stain | AML12 mouse hepatocytes, oleate lipid droplets | inhibition, % at 6.5 µM | 240,000 compounds, 0.4% hits;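 active means lipid droplet intensity inhibited by at least 50%, with more than 500 cells counted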
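Assay system: AML12 mouse liver cells | Compound dosing: One dose, 6.5 µM compound | Read-out basis: Droplet intensity reduction, % inhibition | Measured by: Fluorescence imaging, 20x objective, two fields per well | Schedule: Overnight treatment with compound plus oleate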
Dynein transport cytoplasmic EGFP: also measured in Dynein transport; calls as there; z-score; measured here: cytoplasmic GR-EGFP intensity; stronger effect = higher value
Dynein transport nuclear GR-EGFP: recorded beside Dynein transport, whose call it bears; z-score; measured here: nuclear GR-EGFP intensity;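 lower value marks the stronger effect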
Dynein transport cell count: second read-out of Dynein transport, no call of its own (marks repeat the call); z-score; measured here: cell count per field
Ins promoter up cell count: also measured in Ins promoter up; calls as there; cell count; measured here: cytotoxicity, nuclei count;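 total cells summed across four imaged fields per well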
Lipid droplet cells 6.5 µM: also measured in Lipid droplet; calls as there; cell count; measured here: cell count, cytotoxicity flag;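 cells counted across two imaged fields per well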
bCat nuc transl cell count 5 µM: also measured in bCat nuc transl; calls as there; cell count; measured here: cell count, cytotoxicity flag
T cell modulator vesicle-bound %: recorded beside T cell modulator, whose call it bears; double positive events, %; measured here: CD8+ vesicle-bound cell fraction;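 binding gate set so that unloaded-vesicle control wells show 10% double positive cells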
MT stabilizer Hoechst-high %: also measured in MT stabilizer; calls as there; % Hoechst-high responders; measured here: nuclear condensation Hoechst responders;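 share of cells brighter than vehicle mean plus two SD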
MT stabilizer cytotoxicity %: second read-out of MT stabilizer, no call of its own (marks repeat the call); toxicity, %; measured here: cytotoxicity by cell density;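 0% = mean cell density of plate MIN control wells and 100% = no cells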
Autophagy mod cell loss 18 h: further read-out of Autophagy mod, marked with its call; toxicity, %; measured here: cell loss, nuclei count;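 cell loss after 18 h compound exposure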
* hit, by the source's call; i = inactive; . = not tested or not shown; + = active, no number.

Every second line gives: Salmonella PhoP GFP, Dynein transport cell count, Dynein transport, MT stabilizer, Autophagy mod cell loss 18 h, MT stabilizer cytotoxicity %, ER stress rescue, Lipid droplet cells 6.5 µM, T cell modulator vesicle-bound %, bCat nuc transl, Ins promoter up, Dynein transport cytoplasmic EGFP, Lipid droplet, bCat nuc transl cell count 5 µM, Autophagy mod, Ins promoter up cell count, MT stabilizer Hoechst-high %, T cell modulator, Dynein transport nuclear GR-EGFP
CCOC(=O)C1=C(C)Nc2ccccc2N=C1N
    7%, -1.1, 0.54, 2.6, 20, 4.1, 0.8%, 698, 46, -2.0, -0.27, -0.21, 2, 1026, i, 1558, 1.3, i, 0.79
CN(Cc1cccs1)C(=O)CCc1ccc(S(=O)(=O)N2CCOCC2)cc1
    -6%, 0.46, -0.47, 3.8, -4, 3.7, ., 639, 43, -0.1, 0.82, -0.27, -25, 1057, i, 1103, 2.0, i, 0.0034
O=C(CCC(=O)OCC(=O)c1ccc([N+](=O)[O-])cc1)NC1CCCCC1
    8%, -1.5, 2.5, 3.8, -1, 8.1, -2.7%, 721, 42, ., 0.3, -0.19, 1, ., i, 1305, 4.4, i, 0.91
CCOc1ccc(Nc2nnc(SCc3nc4ccccc4c(=O)[nH]3)s2)cc1
    -3%, -1.8, 2.7, ., ., ., ., 760, 39, 1.0, -0.67, -0.59, -4, 1308, ., 993, ., i, 1.1
CC(C)(C)c1ccc(NS(=O)(=O)c2ccc(N)cc2)cc1
    7%, -0.13, -0.25, ., ., ., ., 837, 14, -4.4, -0.05, -0.29, 2, 1161, ., 1385, ., i, -0.17
COc1ccc(-n2nc(C(=O)Nc3nc4ccc(OC)cc4s3)c3ccccc3c2=O)cc1
    -9%, 0.58, -0.75, 5.6, 7, 2.0, 3.6%, 677, 30, -1.2, -0.9, -0.22, 9, 1113, i, 1414, 3.7, i, -0.35
CCn1c(SCC(=O)Nc2cccc(F)c2)nc2c(c1=O)SC(C)C2 (stereo unspecified)
    -8%, -1.4, 2.2, 5.5, ., 5.0, -0.6%, 693, 26, 1.0, -0.26, 0.17, -59, 1057, ., 939, 1.8, i, 1.8
COc1ccc(C)cc1NC(=O)C(Sc1nnc(Nc2cc(C)ccc2OC)s1)c1ccccc1 (stereo unspecified)
    9%, -0.97, 0.66, 2.5, -7, 10, -0.5%, 660*, 31, 7.5, -1.4, -0.24, 73*, 535, i, 1145, 1.5, i, -0.014
OCCN=Cc1c(O)[nH]c2ccccc12
    -7%, -0.24, -0.25, 1.6, -7, 5.0, 0.4%, 689, 17, -1.1, -0.76, -0.084, -3, 1266, i, 840, 1.3, i, 0.033
Cc1ccc(C(=O)Nc2ccc(S(=O)(=O)N3CCN(C)CC3)cc2)cc1
    -6%, 1.1, -0.43, 3.8, -7, 5.6, -1.1%, 686, 39, -1.5, ., -0.22, -6, 1160, i, ., 2.6, i, -0.8
N#Cc1cnn(-c2cccc(Cl)c2)c1-n1cccc1
    -9%, -0.0057, -0.26, ., ., ., ., 653, 44, -3.7, 0.16, -0.27, -4, 1141, ., 1408, ., i, -0.38
O=c1[nH]nc2c3ccccc3cnn12
    -1%, -0.44, 1.8, 5.4, 4, 6.9, 0.9%, ., 45, -4.2, 0.28, -0.047, ., 865, i, 1093, 2.4, i, 1.5
CC(C)(C)Nc1nc2nonc2nc1NC(C)(C)C
    -9%, 1.2, -0.88, 1.4, 4, 6.0, -3.9%, 843, ., -7.5, ., -0.21, 29, 1177, i, ., 1.6, +, -0.56
CCc1cccc(NC(=S)Nc2ccc(CN3CCOCC3)cc2)c1
    -9%, 0.67, -0.65, 2.5, -3, 0.6, -16%, 698, 31, -0.4, 0.68, -0.25, -9, 1172, i, 1218, 1.1, i, -0.2
N#Cc1c(-c2ccccc2)c(C#N)c2nc3ccccc3n2c1N
    7%, 0.4, -0.34, 2.4, -1, 2.9, -0.5%, 524, 13, 0.3, ., -0.24, -16, 930, i, ., 2.4, i, -0.58
CCOC(=O)Cn1nc(C)c(NC(=O)COc2ccc([N+](=O)[O-])cc2)c1C
    -11%, 0.67, -1.2, 1.8, -3, 9.8, -0.7%, 610, 32, 1.0, -0.06, -0.39, -1, 1127, i, 1322, 2.7, i, -0.59
O=C(Sc1nnnn1C1CCCCC1)c1cccs1
    -17%, 0.69, -1.4, 2.9, -1, 2.8, ., 714, 27, ., 0.13, -0.21, -2, ., i, 1036, 1.2, i, -1.3
COc1ccc2c(CC(=O)Nc3cccc(S(=O)(=O)N4CCOCC4)c3)coc2c1
    4%, 0.25, -0.44, 2.1, 12, 8.0, -0.8%, 625, 52, 0.4, -0.25, -0.27, -3, 1116, i, 1464, 1.6, i, -0.3
N[C@@H](Cc1ccc(O)cc1)c1nnc([C@H](CCC(=O)O)NC(=O)C2CCNCC2)o1
    -6%, 0.43, -0.88, 4.1, -3, 9.3, -1.1%, 663, ., -3.6, 0.54, -0.22, 5, 1237, i, 1310, 1.3, ., -0.28
O=C1CSC(c2ccc(Cl)cc2)N1c1cccnc1 (stereo unspecified)
    0%, 0.82, -0.52, ., ., ., ., 708, 33, -2.9, -0.29, -0.26, -3, 1147, ., 1493, ., i, -0.3
COc1ccccc1NC(=O)Nc1ccc(CC#N)cc1
    -10%, -0.77, 1.6, ., ., ., ., 695, 24, -4.1, -0.21, -0.15, -15, 1189, ., 1424, ., i, 0.6
COc1cc2c(C)nc(C)c(C#N)c2cc1OC
    11%, 1.3, -1.6, 2.3, 6, 5.0, -2.5%, 694, 35, ., -0.77, -0.22, -3, ., i, 1347, 1.9, i, -0.59
Cc1cccc(OCC(=O)NC(Cc2ccccc2)C(=O)O)c1 (stereo unspecified)
    -8%, 0.47, -0.76, 2.8, 10, 5.3, -1.0%, 729, 3, -2.5, 0.09, -0.22, 22, 505, i, 1359, 2.9, i, -0.27
CCC(C)C(=O)N1CCCC(c2nc(-c3cccs3)no2)C1 (stereo unspecified)
    3%, -0.12, 0.65, 1.7, 8, 10, -1.4%, 769, 44, 2.4, -0.41, 0.45, -2, 1167, i, 1254, 1.2, i, 0.59
Cc1c(Cl)cccc1NC(=O)CCC(=O)N/N=C/c1ccc[nH]1
    -4%, 0.35, -0.49, 4.5, 16, 4.2, 3.1%, 621, 10, 7.2, -3.6, -0.22, 15, 633, i, 557, 2.8, i, -0.45
CNC(=O)CCn1nc(-c2ccccc2)c2ccccc2c1=O
    -10%, -0.2, -0.47, 6.0, -18, 7.0, -0.2%, ., 30, -5.2, -0.13, -0.22, ., 990, i, 1172, 2.4, i, 0.0051
COC(=O)CSc1nc2c(c(=O)n(C)c(=O)n2C)n1CCCc1ccccc1
    -3%, 0.3, -0.37, 0.9, -15, 14, 0.8%, ., 38, -2.8, 0.29, -0.19, ., 980, i, 1205, 4.1, i, 0.057
O=C(CC1Oc2ccccc2NC1=O)NCCCN1CCOCC1 (stereo unspecified)
    6%, -1.2, 1.2, 4.6, ., 5.9, -1.5%, 685, 28, -3.3, 0.09, -0.027, 37, 1141, ., 2070, 2.7, i, 1.2
COc1cccc(/C=C/C(=O)NCc2cn3cc(Cl)ccc3n2)c1OC
    -1%, -0.98, 0.85, 1.9, -8, 9.4, 1.5%, 677, 23, -1.2, -0.21, -0.35, -11, 1108, i, 1289, 2.1, i, -0.029
CC12CC3(C)CC(C)(C1)CC(C(=O)NC(=S)NC(C)(C)C)(C2)C3
    0%, -1.5, 1.3, 3.6, -5, 6.8, -0.9%, 656, 64, 1.1, 0.11, -0.2, 9, 553, i, 1303, 2.3, i, 1.3
Cc1nc(Nc2ccc(S(N)(=O)=O)cc2)sc1C(=O)Nc1ccccc1
    -11%, 0.3, 1.3, 3.0, -3, 3.1, -0.3%, 669, 50, -1.4, -0.18, -0.34, 16, 1067, i, 1517, 1.5, i, 0.22
CC(=O)Nc1ccc(S(=O)(=O)NCC(=O)OCC(=O)N2CCc3ccccc32)cc1
    -11%, 0.65, -0.45, 2.5, 0, 5.3, -0.4%, 801, 20, 1.3, 0.08, -0.26, 11, 1067, i, 979, 2.0, i, -0.26
CN(C)c1ccc(/C=N/N=C2/NC(=O)/C(=C/c3ccc([N+](=O)[O-])cc3)S2)cc1
    6%, 1.2, -1.7, 2.9, -10, 0.2, -9.4%, ., 32, ., ., 2.7, ., ., i, ., 1.7, i, -0.8

From PubChem BioAssay
